Screening data as filed in PubChem BioAssay.
Mm-Cpn inhibitor – Inhibitors of TCP-1 ring complex (TRiC) of Methanococcus maripaludis (MmCpn): qHTS. purified Mm-Cpn ATPase, ADP Transcreener TR-FRET. Chaperonin Mm-Cpn (Methanococcus maripaludis). 330,000 compounds, 0.031% hits. Potency, µM (highest dose often 76.9 µM), for inactives: at the highest dose activity, negative = inhibition, actives largely listed as inhibitors; further: potency means the concentration at half of the fitted maximal effect; on the % scale 0 is the no-effect control and ±100 the full control effect; nearly all actives have a fitted effect of over 80% in size
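Inhibition of chaperonin ATP hydrolysis is measured as reduced ADP production, detected by competitive TR-FRET in which signal falls with ADP. Final enzyme 25 nM and ATP 10 uM, reacted 30 min at 37°C.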
Akt phos inh – HTS Assay for Inhibitors of Akt Phophorylation: Primary Screen | Neuro2A IGF-stimulated pAkt S473 HTRF, 20 min; active compounds read low | activity change, % for hits at 50 µM | 360,000 compounds, 0.32% hits | AID 651550, 2012; in the data active means activity change below about -80%; inconclusive means mostly about -51% to -80%; further: on the % scale 0 is the no-effect control and ±100 the full control effect
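Neuro2A cells in DMEM with 0.5% FBS, overnight at 37 deg C, given compound at single 50 µM final, then IGF (6 nM final) for 20 min at 37 deg C. Lysed; phospho-Akt Ser473 by HTRF after 24 h, 665/615 ratio.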
TGFb SMAD3 inh – qHTS for Inhibitors of TGF-b | Potency, µM (titrated, usually from 46.1 µM), without a hit: top-dose activity, negative = inhibition, usual class: inhibitors | AID 588855, 2011 | 410,000 compounds, 1.2% hits | HepG2 CAGA-GFP TGF-b/SMAD3 reporter, GFP fluorescence, 18 h; TGF-beta stimulated, 500 pg/mL final; further: potency means the concentration at half of the fitted maximal effect; on the % scale 0 is the no-effect control and ±100 the full control effect; nearly all actives have a fitted effect of over 65% in size
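GFP signal (ex488/em500-530) from TGF-beta-stimulated HEPG2 CAGA-GFP cells, 500 pg/mL final, 18 h at 37 degrees C in DMEM plus 1% FBS, normalized to unstimulated and DMSO-stimulated controls.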
CCT chaperon mod – High-Throughput Screening for Modulators of Cytosolic Chaperonin Activity; 360,000 compounds, 0.3% hits; activity change, % (no concentration beside the values), hits read low; purified chaperonin ATPase assay, HTRF ADP detection, 30 min; in the data active means activity change below about -30%; further: on the % scale 0 is the no-effect control and ±100 the full control effect
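Enzyme 40 or 20 nM (batch-dependent) in Tris pH 7.4/KCl/MgCl2/DTT; cpd 76 uM single point; ATP 10 uM; 30 min 37 °C; Transcreener ADP HTRF detection, 30 min RT; ratio 665/615.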
Abeta yeast res – qHTS for compounds that reverse cellular toxicity of Amyloid beta (A-beta) peptide in yeast: Primary Screen. yeast expressing A-beta42, growth rescue, OD600, 48 h; response scale: 0% DMSO, 100% iron-clioquinol control. Potency, µM (series often up to 46.1 µM), for the others: at the highest dose growth rescue, usual class: activators. 410,000 compounds, 0.063% hits. AID 1347071, 2019; further: potency means the concentration at half of the fitted maximal effect; nearly all actives have a fitted effect of over 55% in size
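Yeast A-beta toxicity model in growth medium with pinned compounds, 48 h at 30 C; growth read as absorbance at 600 nm. Normalized to FeCl3/clioquinol equimolar mix (positive) and DMSO (negative).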
Nrf2 ARE act – qHTS of Nrf2 Activators. 410,000 compounds, 0.31% hits. AREc32 ARE-luciferase reporter (MCF7-derived line), luminescence, 24 h. Potency, µM (series often up to 46.1 µM), without a hit: at the highest dose activation, most hits filed as activators; further: potency means the concentration at half of the fitted maximal effect; % of control where 0% means no effect; nearly all actives have a fitted effect of over 65% in size
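For detection, Steady-Glo was added and plates sat 30 min at RT; before that, AREc32_Fluc cells grown overnight in OPTI-MEM/5% FBS had been treated with 23 nL compound for 24 hr at 37 deg C.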
A549 viability – Nrf2 qHTS screen for inhibitors: counterscreen for cytotoxicity. A549 ARE-Fluc cells, CellTiter-Fluor viability, 18-24 h. Potency, µM (titrated, usually from 46 µM), for the others: at the top dose activity change, negative = cytotoxicity, usual class: inhibitors. 390,000 compounds, 0.16% hits. AID 504648, 2011; further: potency means the concentration at half of the fitted maximal effect; on the % scale 0 is the no-effect control and ±100 the full control effect
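Cytotoxicity counterscreen: CellTiter-Fluor fluorescence was measured in A549 ARE_Fluc cells after 18-24 h of compound exposure in a concentration series. The subsequent BugLite luminescent read reports ARE-luciferase activity.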
Nrf2 block – Nrf2 qHTS screen for inhibitors; A549 ARE-Fluc reporter, luciferase luminescence, 18-24 h; Potency, µM (doses to about 46 µM), inactives show at the highest dose activity change, negative = inhibition, actives largely listed as inhibitors; 360,000 compounds, 2.1% hits; further: potency means the concentration at half of the fitted maximal effect; on the % scale 0 is the no-effect control and ±100 the full control effect; nearly all actives have a fitted effect of over 60% in size
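A549 ARE_Fluc cells, 5000/well, 5% FBS OPTI-MEM; compounds in dose-response, 18-24 h at 37 °C/5% CO2; CellTiter-Fluor viability read (Ex 405/Em 525), then BugLite luciferase luminescence = Nrf2 activity.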
HepG2 viability – qHTS for Inhibitors of TGF-b: Cytotox Counterscreen. HepG2 CAGA-GFP viability, ATP luminescence, 18 h. Potency, µM (doses to about 46.1 µM), for the others: at the top dose activity change, negative = cytotoxicity, actives largely listed as cytotoxic. 410,000 compounds, 0.76% hits. AID 588856, 2011; further: potency means the concentration at half of the fitted maximal effect; some results filed as inactive show a strong effect at the top dose
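HepG2 CAGA-GFP cells (1000/well, DMEM with 1% FBS) received compound, then TGF-beta at 500 pg/mL final, and were incubated 18 hours at 37 degrees C. Viability was read by CellTiter-Glo luminescence. Media-only wells were set as complete cell-killing and DMSO as no toxicity.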
* marks the source's active call; other numbers are inactive results; i = inactive; ? = inconclusive; nt = no result given; & = joins results of further samples; [ ] = another dose, or the depositor's remark. Unless noted, the call rests on the fitted dose curve; in most records, active means well fitted curve in the direction sought with a large enough effect; inconclusive means small, poorly fitted or top-dose-only effect, or another doubt; inactive means no such curve, though single readings can be large; an effect the other way counts as inactive or inconclusive.

SMILES | Mm-Cpn inhibitor | Akt phos inh | TGFb SMAD3 inh | CCT chaperon mod | Abeta yeast res | Nrf2 ARE act | A549 viability | Nrf2 block | HepG2 viability
CCOC(=O)Cc1cnc(NC(=O)CSc2nc(C)cc(C)n2)s1 | 2% | i | 8% | 0.0 | -3% | -0.7% | -4% | -2% | -2%
O=C(CN1CCCc2ccccc21)N1CCc2ccccc21 | -1% | i | 5% | 2.7 | 24% | 2.9% | 4% | 5% | -3%
Cc1nc(CCNC(=O)CC2C(=O)NCCN2Cc2ccccc2F)sc1C (stereo unspecified) | 1% | i | 44%[activator] | -1.6 | 3% | 0.5% | -4% | 5% | 24%
Cc1cc(NC(=O)CC#N)n(-c2ccccc2)n1 | ? | i | -13% | -1.7 | -11% | 0.2% | 4% | -8% | -34%
CC(Oc1ccccc1Cl)C(=O)/C=C/N(C)C (stereo unspecified) | -1% | nt | 6% | -1.1 | -95%[inhibitor] | -0.4% | ? | nt | -38%
CCCCNC(=O)c1nc2ncc(Br)cn2n1 | 3% | i | 13% | 0.2 | 0% | -0.3% | 12% | 16% | -11%
N=c1n(CCN2CCOCC2)c2ccccc2n1CC(=O)c1cccc([N+](=O)[O-])c1 | -1% | i | -16% | 0.4 | 0% | 3.2µM* | -2% | 1% | -27%
CCOC(=O)c1c(C)[nH]c(C)c1C(=O)CSc1nc2ccccc2n1CCOC | -1% | i | 8% | -2.0 | 20% | -0.2%[9.22 µM] | 2% | 10% | 3%
Cc1cc(=O)oc2c(C)c(OC(C)C(=O)NCCCN3CCOCC3)ccc12 (stereo unspecified) | 0% | i | 5% | 0.5 | 6% | -0.8% | -1% | 13% | -6%
CCCNC(=O)C1(CC2CC(c3ccccc3)=NO2)CCN(C(=O)c2ccccc2)CC1 (stereo unspecified) | 1% | i | -3% | -12 | 4% | -0.4% | -2% | -9% | -3%
Cn1c(=O)c2c(nc(NCc3ccc4c(c3)OCO4)n2C)n(C)c1=O | 0% | i | 5% | -0.6 | -1% | -0.5% | 2% | -27% | 8%
COC(=O)c1ccccc1NC(=O)C1CC(=O)N(c2ccccc2)C1 (stereo unspecified) | 0% | i | ? | -2.7 | -3% | -0.9% | 5% | -13% | 0%
CC(C)CCN1CCN(Cc2ccc(C#CCCO)cc2)CC1CCO (stereo unspecified) | 2% | i | 6% | -1.0 | -1% | -0.1% | -15% | -8% | 10%
CC1=C(C#N)C2(O)C(=O)c3ccccc3C2(O)N1 (stereo unspecified) | 0% | i | -3% | 2.8 | 0% | -0.5% | 6% | 2% | 8%
O=C1c2ccccc2-c2nc3ccccc3cc21 | 0% | i | 33%[activator] | 1.3 | -32% | ? | 3% | ? | -4%
Cc1ccc(C)c(C(O)c2ncc(-c3cccc(C(F)(F)F)c3)[nH]2)c1 (stereo unspecified) | nt | i | ? | 0.2 | -15% | -0.2% | nt | nt | -38%
C=CCc1ccccc1OCCn1ccnc1 | -3% | i | -4% | 0.7 | -6% | -0.4% | 1% | 16% | -2%
CCCC(=O)NC(c1ccco1)c1cc([N+](=O)[O-])c2cccnc2c1O (stereo unspecified) | -3% | i | -24% | -4.3 | -13% | 4.9% | ? | ? | -41%
Cc1ccccc1NC(=S)NCCc1c[nH]c2ccccc12 | -1% | i | ? | -0.2 | 10% | 2.2% | 0% | 6% | -16%
NC(=O)c1nccc2ccccc12 | nt | i | ? | -0.3 | 2% | 0.3% | -1% | 12% | 0%
O=C(Cn1c(=O)n(Cc2nc(-c3ccccc3)no2)c(=O)c2cc3c(cc21)OCO3)Nc1cccc(C(F)(F)F)c1 | nt | nt | -4% | nt | -8% | -0.7% | -1% | -6% | -3%
CCN(CC(=O)Nc1ccccc1OC)C(=O)c1ccc(NC(=O)c2cccs2)cc1 | -1% | i | 28% | -1.5 | -3% | -0.7% | 0% | -8% | -3%
C[C@H](CO)N1C[C@H](C)[C@@H](CN(C)C(=O)Nc2ccccc2)Oc2ccc(NC(=O)Cn3cnnn3)cc2C1=O | 1% | i | 8% | 1.0 | 0% | -1.0% | 1% | 1% | -2%
COc1ccc(CCNC(=O)CCCOc2ccc(C)cc2)cc1OC | 0% | i | 0% | -0.9 | 18% | 2.6% | 16% | 15% | -11%
c1cnc(N2CCN(Cc3ccc4c(c3)OCO4)CC2)cn1 | 0% | i | 8% | -1.2 | 6% | 2.7% | -1% | 3% | -14%

The list continues:
SMILES | Mm-Cpn inhibitor | Akt phos inh | TGFb SMAD3 inh | CCT chaperon mod | Abeta yeast res | Nrf2 ARE act | A549 viability | Nrf2 block | HepG2 viability
O=C(O)Cc1ccc(O)cc1 | nt | i | ? | -0.2 | -4% | -0.6% | 3% | 7% | -4%
CCOc1cc(CN2CCCCCC2)ccc1OC | -2% | i | 6% | 0.2 | 6% | 1.5% | 6% | 2% | -3%
O=C1CCCC(O)=C1N=Nc1ccc2ncsc2c1 | 0% | i | 6% | -4.1 | -23% | 7.2% | -1% | 5% | 6%
COc1ccc(S(=O)(=O)N2CCCN(Cc3cccc(F)c3)CC2)cc1 | 1% | i | -24% | -3.5 | 16% | 2.9% | 5% | -12% | -28%
CC(NC(=O)OC1CCCCC1)N1C(=O)C2C3C=CC(C3)C2C1=O (stereo unspecified) | 1% | i | -1% | 0.4 | -6% | 0.5% | 0% | 2% | -6%
Cc1cc(C)n(C2CCCCC2OC(=O)CCc2ccccc2)n1 (stereo unspecified) | 0% | i | -1% | 1.7 | 7% | -0.1% | 0% | -17% | 4%
CCOC(=O)C1CCCN(C(=O)COC(=O)C2=COCCO2)C1 (stereo unspecified) | 0% | i | ? | -1.9 | -19% | 0.6% | -5% | 1% | -16%
CN(C)S(=O)(=O)c1ccc(C(=O)Nc2ccnn2C2CCCCC2)cc1 | 1% | i | 7% | -2.2 | -2% | -0.6% | -2% | ? | -22%
CN(C(=O)c1ccc2c(c1)S(=O)(=O)N=C1CCCCCN12)c1ccccc1 | 1% | i | 3% | -1.7 | -3% | -0.4% | 1% | -1% | -3%
CC(C(O)c1ccc(O)cc1)N1CCC(Cc2ccccc2)CC1 (stereo unspecified) | 0%&-1%&1% | i | 5%&48%&-1% | 0.8&-1.2&-2.4 | -1%&-7%&-24% | -0.8%&-0.4%&0.3% | -17%&0%&5% | -4%&-4%&-7% | -39%&-15%&-35%
COc1cc(/C=C/C(=O)c2ccc3c(c2)OCCO3)cc(OC)c1OC | -6% | i | ? | 0.5 | -23% | ? | -4% | ? | -29%
CCC1CCCCN1CCCNC(=O)c1cc2c(=O)oc3ccc(C)cc3c2s1 (stereo unspecified) | -4% | i | -3% | -0.2 | -10% | 2.8% | 7% | 7% | -26%
O=C(Cc1ccc(Cl)cc1)Nc1nc2ccccc2[nH]1 | -2% | i | -20% | -2.6 | 4% | 0.5% | -11% | -1% | -37%
O=S(=O)(c1ccc(F)cc1)n1ccc(-c2cnc(-c3ccccc3)s2)n1 | -7% | i | -12% | -1.7 | -4% | 3.2% | -3% | -26% | -9%
CCS(=O)(=O)c1ncc(N(Cc2ccco2)Cc2ccccc2F)c(C(=O)Nc2cccc(Cl)c2)n1 | nt | nt | -22% | nt | 7% | -0.8% | 5% | -1% | 1%
COCCNC(=O)c1sc2ncn(CC(=O)N3CCCCC3)c(=O)c2c1C | 1% | i | -4% | -0.4 | -5% | -0.5% | -9% | 13% | -23%
CC1(C)CC(=O)C2=C(C1)C(c1cn(-c3ccccc3)nc1-c1ccccc1)C(C#N)=C(N)O2 (stereo unspecified) | 0% | i | -31% | 1.5 | 17% | 18% | 1% | 16% | 1%

Some of these compounds in order of number of heavy atoms, lowest first:
SMILES | Mm-Cpn inhibitor | Akt phos inh | TGFb SMAD3 inh | CCT chaperon mod | Abeta yeast res | Nrf2 ARE act | A549 viability | Nrf2 block | HepG2 viability
O=C(O)Cc1ccc(O)cc1 | nt | i | ? | -0.2 | -4% | -0.6% | 3% | 7% | -4%
O=C(Cc1ccc(Cl)cc1)Nc1nc2ccccc2[nH]1 | -2% | i | -20% | -2.6 | 4% | 0.5% | -11% | -1% | -37%
CCOC(=O)C1CCCN(C(=O)COC(=O)C2=COCCO2)C1 (stereo unspecified) | 0% | i | ? | -1.9 | -19% | 0.6% | -5% | 1% | -16%
CC(C(O)c1ccc(O)cc1)N1CCC(Cc2ccccc2)CC1 (stereo unspecified) | 0%&-1%&1% | i | 5%&48%&-1% | 0.8&-1.2&-2.4 | -1%&-7%&-24% | -0.8%&-0.4%&0.3% | -17%&0%&5% | -4%&-4%&-7% | -39%&-15%&-35%
COc1ccc(S(=O)(=O)N2CCCN(Cc3cccc(F)c3)CC2)cc1 | 1% | i | -24% | -3.5 | 16% | 2.9% | 5% | -12% | -28%
CN(C(=O)c1ccc2c(c1)S(=O)(=O)N=C1CCCCCN12)c1ccccc1 | 1% | i | 3% | -1.7 | -3% | -0.4% | 1% | -1% | -3%
CCS(=O)(=O)c1ncc(N(Cc2ccco2)Cc2ccccc2F)c(C(=O)Nc2cccc(Cl)c2)n1 | nt | nt | -22% | nt | 7% | -0.8% | 5% | -1% | 1%
